SSB-PriA inh = K. pneumoniae PriA-SSBct interaction inhibition. inhibition, % at 33 µM. AlphaScreen SSBct-PriA binding, biotinylated peptide. actives 0.6% (n = 430,000); in the data active = inhibition mostly above about 37%, no sharp cut-off; inactive = mostly below about 20%;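 note: plate controls were negative control peptide for no effect and reference peptide for full effect; strong numbers were not always called active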
Numbers without * were called inactive; & = joins results of further samples. Only part of the results is shown (hit frequency here may not be typical).

SMILES	SSB-PriA inh
O=C(Nc1ccc(N2CCCCC2=O)cc1)c1ccccc1S(=O)(=O)C(F)F	2
CC(C)S(=O)(=O)c1ccc(CC(=O)NCCn2ccc(-c3cccs3)n2)cc1	-2
O=C(NCCn1ccc(-c2cccs2)n1)c1ccsc1	2
O=C(c1cccc(Cl)c1)N1CCN(c2ccc(-c3cccnc3)nn2)CC1	-15&-1
O=C1Cc2cc(NS(=O)(=O)Cc3ccc(F)cc3)ccc2N1	-5&-1
N=C(NC(=O)c1ccc(OCC(F)(F)F)nc1)c1ccc(Cl)cc1	-4
CO[C@@H](CNC(=O)NC1CCCC1)c1ccco1	-7
COc1cc(C(=O)Nc2nc3cc(C)cc(C)c3s2)cc(OC)c1OC	11
CCOC(=O)C(C(N)=NCCCO)=C(O)c1ccccc1	-7
Cc1ccc(Cn2cnc3c(cnn3CCNC(=O)c3ccc(C(C)(C)C)cc3)c2=O)cc1	15
Cc1cc(NC(=O)COc2ccccc2F)n(-c2nc(-c3cccs3)cs2)n1	-3
COc1ccccc1OCCn1c([C@H]2CC(=O)N(c3cccc(SC)c3)C2)nc2ccccc21	-6
Cc1nn(C2CCS(=O)(=O)C2)c2nc(-c3ccc(F)cc3)cc(C(=O)NCC3CCCO3)c12 (stereo not drawn)	4
COc1ccc(-c2ccc(N3CCCC(C(=O)Nc4nccs4)C3)nn2)cc1 (stereo not drawn)	9
Cc1cc(N)nc(Nc2ccc(C)c(Cl)c2)n1	-12
CC(C)N(CCNc1ccc(S(=O)(=O)Cc2ccc(Cl)cc2)nn1)Cc1ccco1	-18&2
Cc1nn(C(=O)c2cc3ccccc3oc2=O)c(C)c1Sc1ccc(Cl)cc1	-9
O=C(NCCN1CCN(c2ccc(F)cc2)CC1)C(=O)Nc1ccc(F)cc1	-4
O=[N+]([O-])c1ccccc1NN=Cc1cccc(O)c1O	1
COC(=O)Nc1ccc(S(=O)(=O)NC[C@H](OC)c2ccccc2OC)cc1	-23
CCC(CC)c1nn2c(N)c(C=C3C=Nc4ccccc43)c(=O)nc2s1	-5
COc1cc([N+](=O)[O-])cc(C=NNC(=O)c2cccnc2)c1O	17
COCC(=O)N1CCCc2ccc(NS(=O)(=O)c3ccc(Cl)cc3)cc21	6
COc1ccc(C(=O)Nc2nnc(-c3cc(Cl)ccc3Cl)o2)cc1OC	-2
N#Cc1c(NC(=O)c2ccno2)sc2c1CCN(Cc1ccccc1)C2	0

The last four compounds of the part before are carried over, then new ones follow:
SMILES	SSB-PriA inh
COc1cc([N+](=O)[O-])cc(C=NNC(=O)c2cccnc2)c1O	17
COCC(=O)N1CCCc2ccc(NS(=O)(=O)c3ccc(Cl)cc3)cc21	6
COc1ccc(C(=O)Nc2nnc(-c3cc(Cl)ccc3Cl)o2)cc1OC	-2
N#Cc1c(NC(=O)c2ccno2)sc2c1CCN(Cc1ccccc1)C2	0
COC(=O)CC1(C(=O)OC)SC(=Nc2ccccc2)NN1c1nc2sc(C)c(C)c2c(=O)[nH]1 (stereo not drawn)	-13
Cc1cc(-c2nnc(NC(=O)/C=C/c3ccccc3Cl)o2)nn1C	-2
CN(C)S(=O)(=O)c1ccc(C(=O)NCCOc2ccc(-c3ccco3)nn2)cc1	1
CNC(=S)N=CNOCc1ccc(Cl)cc1Cl	-25
Cc1nc(-c2ccccc2NC(=O)c2cc(-c3cccs3)on2)cs1	-6
COC(=O)c1ccc(C2C(=C(O)c3ccc4c(c3)OCCO4)C(=O)C(=O)N2c2nnc(C)s2)cc1 (stereo not drawn)	-8
COC(=O)c1cc(Nc2ccc(C)c(Cl)c2)c2cccc(C)c2n1	14
Cc1ccsc1C(O)CNS(=O)(=O)c1ccccc1Br (stereo not drawn)	-11
CCOCC(=O)Nc1c2c(nn1-c1ccc(Cl)cc1)CSC2	7
O=C(Cc1csc(Nc2cccc(C(F)(F)F)c2)n1)NC1CCCC1	-8
COc1ccc(C=NNC(=O)CN(C)S(=O)(=O)c2ccc(NC(C)=O)cc2)cc1	4
CC(O)(CNC(=O)C(=O)Nc1ccc(F)cc1F)Cc1ccco1 (stereo not drawn)	-10
O=C(Nc1ccc(OC(F)(F)F)cc1)c1ccc(=O)n(Cc2cccc(F)c2)n1	2
CCNc1cc(NCCNS(=O)(=O)c2ccc3ccccc3c2)nc(C)n1	22
Cc1ccc(-c2csc(NC(=O)c3ccc([N+](=O)[O-])cc3)n2)c(C)c1	1
CC(C)(C)c1ccc(S(=O)(=O)N2CCN(c3ccccc3F)CC2)cc1	-3
O=C(NN=C/C=C/c1ccccc1)c1cc2c(ccc3ccccc32)o1	-11
O=C(NCc1ccnc(-c2ccsc2)c1)Nc1ccc2c(c1)OCO2	-11
O=C(c1cnc2ccccc2n1)N1CCSC(c2ccccc2)CC1 (stereo not drawn)	-8
O=C(N1CCC(Oc2cccnc2)CC1)C1(c2cccs2)CCCC1	-10
O=C(NC[C@@](O)(c1ccccc1)C1CC1)C(=O)Nc1cccnc1	-8
O=C(NCC(O)(c1ccco1)C1CC1)c1cccs1 (stereo not drawn)	0
Cc1ccc(CC(=O)Nc2nnc(-c3ccccc3Cl)o2)cc1	-7
COC(=O)c1ccc2c(=O)n(CCC(=O)NCc3cccs3)c(=S)[nH]c2c1	1
CC(C)Oc1ccc(C(=O)NN=Cc2ccc(-c3ccc(S(=O)(=O)Nc4ncccn4)cc3)o2)cc1	6

Next part (7 carried over from the part before).
SMILES	SSB-PriA inh
O=C(c1cnc2ccccc2n1)N1CCSC(c2ccccc2)CC1 (stereo not drawn)	-8
O=C(N1CCC(Oc2cccnc2)CC1)C1(c2cccs2)CCCC1	-10
O=C(NC[C@@](O)(c1ccccc1)C1CC1)C(=O)Nc1cccnc1	-8
O=C(NCC(O)(c1ccco1)C1CC1)c1cccs1 (stereo not drawn)	0
Cc1ccc(CC(=O)Nc2nnc(-c3ccccc3Cl)o2)cc1	-7
COC(=O)c1ccc2c(=O)n(CCC(=O)NCc3cccs3)c(=S)[nH]c2c1	1
CC(C)Oc1ccc(C(=O)NN=Cc2ccc(-c3ccc(S(=O)(=O)Nc4ncccn4)cc3)o2)cc1	6
Cn1nc(N2CCC(C(=O)N[C@H]3CCSC3=O)CC2)ccc1=O	-11
CCCc1nc2ccccc2c(=O)n1N=Cc1ccc(O)c(O)c1	1
Cc1cc(C(=O)Oc2ccc3ccccc3c2)ccc1[N+](=O)[O-]	16
Fc1ccccc1C=NNc1nc(N2CCCCC2)nc(N2CCCCC2)n1	1
CCOC(=O)CNC(=O)CSc1nc2c([nH]c3ccccc32)c(=O)n1-c1ccccc1F	-9
O=C(CSCc1ccccc1)NCC1CCCN1c1ccccc1 (stereo not drawn)	3
COc1nccnc1OC1CCN(S(=O)(=O)c2ccc3oc(=O)[nH]c3c2)C1 (stereo not drawn)	-4
O=C(Nc1ccc2c(c1)OCO2)c1cccn(Cc2cccc([N+](=O)[O-])c2)c1=O	-8
COc1ccc(Cl)cc1C(=O)NCC1(c2cccs2)CC1	-21
COc1ccc2ccccc2c1C1N(c2ccc(F)cc2)C(=O)C2CCCN21 (stereo not drawn)	-8&6
CCOc1ccccc1-c1noc(Cn2c(=O)n(C(C)C)c(=O)c3ccccc32)n1	-13
CS(=O)(=O)N1CCN(C(=O)N2CCC(c3ccc4c(c3)OCO4)C2)C1=O (stereo not drawn)	-29
Cc1ccc2c(c1)OCC(=O)N2Cc1nc(-c2cccc(Cl)c2)no1	-11
CC(=CC(=O)c1ccccc1)Nc1ccc(N2CCOCC2)cc1	9
O=C(NCC(c1cccs1)S(=O)(=O)c1cccs1)Nc1cccc(Cl)c1 (stereo not drawn)	1
Nc1nc(SCC(=O)NCCc2ccccc2)[nH]c(=O)c1NC(=O)c1ccc(Cl)cc1	-14
COc1cccc2sc(NC(=O)c3ccccc3F)nc12	-11
COc1ccccc1CNC(=O)c1csc(NC(=O)Nc2cccc(Cl)c2)n1	7
O=C(NCC(c1ccsc1)N1CCOCC1)c1ccco1 (stereo not drawn)	-2
O=S(=O)(c1ccccc1F)N1CCN(S(=O)(=O)c2ccccc2F)CC1	2
FC(F)(F)c1cccc(Nc2nc3ccc(Br)cc3c(-c3ccccc3)c2-c2cc(-c3ccccc3)c3cc(Br)ccc3n2)c1	-17&-5
Cc1nc(-n2nc(-c3ccco3)cc2NC(=O)C2c3ccccc3Oc3ccccc32)[nH]c(=O)c1C	-15
S=P(N=C(N1CCOCC1)C(Cl)(Cl)Cl)(N1CCOCC1)N1CCOCC1	-1
CN1CCN(CC(=O)C23CC4CCC(CC(C4)C2)C3)CC1	-3
COc1ccc(C(N)=NOC(=O)c2cccc([N+](=O)[O-])c2)cc1OC	3
Following part:
SMILES	SSB-PriA inh
Cc1[nH]nc2nc3ccc(Cl)cc3c(-c3ccccc3)c12	-12&-11
COc1cc(OC)c2cc(C(=O)NN=Cc3cccc(OC)c3O)[nH]c2c1	-1
Cc1cc(C)n(-c2ccc(CCC(=O)NCc3nc(C)no3)cc2)n1	-10
CCC(C(=O)NCCOc1ccc(F)cc1)c1ccccc1 (stereo not drawn)	-5
O=C(NCCCc1ccccc1)Nc1ccc(-n2ccnc2)nc1	6
CC(C)CS(=O)(=O)C1CN(S(=O)(=O)/C=C/c2ccccc2)C1	2
CCOC(=O)c1ccc(NC(=O)CSc2nccn3nc(-c4ccc(OC)cc4)cc23)cc1	-1
O=C(CN1CCN(Cc2cnnn2-c2ccccc2Cl)CC1)Nc1ccccc1C(F)(F)F	-9
CCOC(=O)CC(=O)CSc1ncnc2c1cnn2-c1ccc(F)cc1	-12
O=C(NCc1cnn2ccccc12)c1cc(-c2ccccc2)n[nH]1	-16
O=C(CCCS(=O)(=O)c1ccccc1)N1CCN(c2ccccc2)CC1	-2
Cc1cccc(-n2ccc(=O)c(-c3nc(-c4ccc(OC(F)(F)F)cc4)no3)n2)c1	-7
COc1ccc(CCC(=O)NCC(c2ccsc2)N2CCOCC2)cc1 (stereo not drawn)	-5
CC(=O)Nc1ccc(NC(=O)CCCCCNS(=O)(=O)c2ccccc2)cc1	-13
CCN(CC)S(=O)(=O)c1ccc(C(=O)Nc2c(C)nc3scc(C)n3c2=O)cc1	-13
COc1cc(C=NNC(=O)c2ccccn2)cc2c1OCO2	-3
CC(C)(Oc1ccc(Cl)cc1)C(=O)N1CCC(Cn2cccn2)CC1	-23
COc1ccc(CCC(=O)NCCn2ncc3c(NCc4ccc(F)cc4)ncnc32)cc1	4
O=C(NCC1CCN(Cc2cccs2)CC1)c1ccccc1Cl	-9&-1
Cc1cc(C)cc(C(=O)Nc2ccc(-c3ccc4nnc(-c5ccccn5)n4n3)cc2)c1	67*
O=C(Cn1cccc(S(=O)(=O)N2CCOCC2)c1=O)NCc1ccccc1Cl	-25
O=C(Cc1csc(SCC(=O)Nc2ccc(F)cc2)n1)NCc1ccccn1	-6
Cc1ccc([C@@H](O)CNC(=O)NCCOc2ccccc2)o1	-5
O=S(=O)(Sc1ccc(Cl)cc1)c1ccc(Cl)cc1	-1
CCCCC(=O)Nc1nc2c(C)cc(C)cc2s1	-13
Carrying on.
SMILES	SSB-PriA inh
CC(=NNC(=O)c1c(C)nc2ccccn12)c1cccc([N+](=O)[O-])c1	-8
Cc1cc(C(=O)NCc2cc(-c3ccccc3F)on2)c(C)o1	-4
Cc1ccn2c(=O)c(C(=O)Nc3nc(C)cs3)cnc2c1	-6
Cc1[nH]c2ccccc2c1N=Nc1cccnc1	19
Cc1ccc(C(=O)NCCCN2CCN(c3ccccc3)CC2)cc1C	-1
COc1ccc(OC)c(-c2csc(NC(=O)c3cc(Cl)ccc3[N+](=O)[O-])n2)c1	13
Cc1nc(NN=Cc2ccccc2)nc(N(C)c2ccccc2)c1[N+](=O)[O-]	-10
COc1ccc(C(=O)NCC2(O)CCc3ccccc32)cc1F (stereo not drawn)	-5
CCCCOc1ccc(C(=O)NCc2nnc(SCc3cccc(C(F)(F)F)c3)n2-c2ccccc2)cc1	-6
COc1ccc(Cl)cc1NC(=O)Cn1nc(-c2ccco2)ccc1=O	-7&15
CCC(=NNC(=O)CSc1ncccn1)c1ccc2c(c1)OCCO2	5
Cc1ccc(OCC(=O)NN=C2SCC(=O)N2Cc2ccco2)cc1	-11
COc1nn(C)cc1C(=O)NCC1CCN(c2ncccn2)CC1	-12
COc1ccccc1CCNC(=O)C1(c2cccs2)CCCC1	-19
O=S1(=O)CCC(CNS(=O)(=O)c2ccc3c(c2)CCCC3)C1 (stereo not drawn)	2
O=C(NCc1ccc(F)cc1)C(=O)NCC1CCN(Cc2cccs2)CC1	-3
CC(CC1(O)C(=O)N(Cc2ccccc2)c2ccccc21)=NO (stereo not drawn)	-15
Cc1ccnc(NS(=O)(=O)c2ccc(NC(=O)CN(C)c3nc4c(F)cccc4s3)cc2)n1	7
CC(C)CS(=O)(=O)C1CN(C(=O)c2ccc3nsnc3c2)C1	-14
O=C(O)c1ccc(C(=O)Nc2ccc(Cl)cc2)c(C(=O)O)c1	-9&-4
O=C(NCC1(O)CCCC1)c1ccsc1	0
CCCn1c[n+](CC(=O)C(C)(C)C)c2ccccc21	-10
O=[N+]([O-])c1ccccc1N1CCN(c2ccc([N+](=O)[O-])c3cccnc23)CC1	75*
Cn1cnc2ccc(C(=O)O)cc21	-8
Cc1cc(NC(=O)Cc2ccc(S(C)(=O)=O)cc2)no1	-6&4
O=C(NCc1ccccc1)Nc1cccc(-c2ccc(N3CCCC3)nn2)c1	-4
O=C(NCCCn1nc(-c2ccccc2)ccc1=O)C1c2ccccc2Oc2ccccc21	-18
O=C(CCc1ccccc1Br)N1CCC(c2ccsc2)CC1	-4
O=C(Nc1ccc2c(c1)OCO2)N1CCSC(c2ccccc2Cl)CC1 (stereo not drawn)	12
O=C(Nc1ccc(OC(F)(F)F)cc1)NC1CC(=O)N(c2cccc(F)c2)C1 (stereo not drawn)	-9

Some of these compounds in order of SMILES length, smallest number first.
SMILES	SSB-PriA inh
COc1ccc(Cl)cc1C(=O)NCC1(c2cccs2)CC1	-21
Cc1ccc(CC(=O)Nc2nnc(-c3ccccc3Cl)o2)cc1	-7
COc1cc(C(=O)Nc2nc3cc(C)cc(C)c3s2)cc(OC)c1OC	11

Screening data: PubChem, Small Molecule Screening Facility, UW Madison
